TDP1 cell noCPT = qHTS for Inhibitors of human tyrosyl-DNA phosphodiesterase 1 (TDP1): qHTS in cells in absence of CPT; AID 686978, 2013; DT40 Tdp1-/- hTDP1 cells, no CPT, ATP luminescence, 48 h; 420,000 compounds, 15% hits; Potency, µM (series often up to 46.2 µM), for the others: at the top dose activity change, negative = growth inhibition, usual class: inhibitors; further: nearly all actives have a fitted effect of over 55% in size
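Cells were dispensed at 400 per well, compounds added by pin tool, plates incubated ≥48 hr at 37 °C, then CellTiter-Glo added for 30 min at room temperature before luminescence reading. Line: DT40 Tdp1-/- complemented with hTDP1; camptothecin omitted.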
KAT2A inh = GCN5L2 (KAT2A) acetyltransferase inhibition; 390,000 compounds, 0.21% hits; AID 504327; Potency, µM (series often up to 58.9 µM), without a hit: at the top dose activity change, negative = inhibition, actives largely listed as inhibitors; Q92830; GCN5L2 HAT assay, ThioGlo1 CoA-SH fluorescence
Target sequence (Q92830 whole entry, looked up): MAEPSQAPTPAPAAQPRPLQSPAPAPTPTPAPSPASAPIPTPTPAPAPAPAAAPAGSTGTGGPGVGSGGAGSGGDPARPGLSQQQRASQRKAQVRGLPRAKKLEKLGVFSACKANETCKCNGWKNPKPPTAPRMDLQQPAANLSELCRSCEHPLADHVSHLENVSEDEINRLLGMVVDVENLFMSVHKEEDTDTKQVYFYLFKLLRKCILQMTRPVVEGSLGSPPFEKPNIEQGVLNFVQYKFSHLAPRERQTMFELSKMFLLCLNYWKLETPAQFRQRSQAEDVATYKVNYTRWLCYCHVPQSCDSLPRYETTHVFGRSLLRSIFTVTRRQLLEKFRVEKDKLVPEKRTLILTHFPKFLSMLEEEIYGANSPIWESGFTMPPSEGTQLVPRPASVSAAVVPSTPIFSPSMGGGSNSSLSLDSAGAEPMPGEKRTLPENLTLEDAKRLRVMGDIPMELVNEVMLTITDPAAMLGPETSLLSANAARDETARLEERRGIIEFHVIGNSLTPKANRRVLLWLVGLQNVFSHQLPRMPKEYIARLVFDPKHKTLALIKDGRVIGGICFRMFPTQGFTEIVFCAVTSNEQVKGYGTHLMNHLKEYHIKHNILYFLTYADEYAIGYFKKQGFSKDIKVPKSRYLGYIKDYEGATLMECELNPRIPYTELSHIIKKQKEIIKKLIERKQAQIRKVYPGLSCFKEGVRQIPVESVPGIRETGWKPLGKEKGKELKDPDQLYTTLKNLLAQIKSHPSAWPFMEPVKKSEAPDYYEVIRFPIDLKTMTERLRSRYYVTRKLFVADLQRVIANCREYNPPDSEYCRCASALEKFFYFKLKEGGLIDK
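Enzyme at 20nM final was mixed with library compounds for 15 min at room temperature. Peptide H3(1-25) at 75uM, acetyl-CoA at 70uM and ThioGlo1 at 50uM were then added. Plates were read immediately and after 20 min (Ex340nm/Em540nm).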
DT40 TDP1 CPT = growth inhibition of DT40 Tdp1-/-;hTDP1 cells with camptothecin (screen for TDP1 inhibitors); chicken DT40 Tdp1-/-;hTDP1 cells + 20 nM CPT, ATP luminescence, 48 h; Potency, µM (doses to about 46.2 µM), for inactives: at the highest dose activity change, negative = growth inhibition, actives largely listed as inhibitors; 420,000 compounds, 12% hits; further: nearly all actives have a fitted effect of over 55% in size
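Chicken DT40 Tdp1-/- cells stably complemented with human TDP1 were seeded at 400 cells/well in medium containing 20 nM camptothecin, exposed to pin-transferred compounds, and grown at 37 °C for at least 48 hr. Viability was read as ATP luminescence.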
* hit, by the source's call; ? = inconclusive; . = no result given; & = joins results of further samples; ! = not active in a repeat. The call rests on the fitted dose curve; in most records, active means well fitted curve in the direction sought with a large enough effect; inconclusive means small, poorly fitted or top-dose-only effect, or another doubt; inactive means no such curve, though single readings can be large; an effect the other way counts as inactive or inconclusive. On the % scale 0 is the no-effect control and ±100 the full control effect; potency means the concentration at half of the fitted maximal effect.

SMILES	TDP1 cell noCPT	KAT2A inh	DT40 TDP1 CPT
COCCCNC(=O)NC(CCC(C)C)c1c(-n2cccc2)sc2c1CCN(C)C2 (configuration not stated)	?	1%	?
CC(C)C(=O)Nc1nnc(SCC(=O)Nc2ccc3c(c2)OCO3)s1	-1%	7%	-1%
Cc1noc(C)c1C(=O)OCC(=O)NCCC1=CCCCC1	-17%	2%	-16%
COCCNC(=S)N(CCc1c(C)[nH]c2ccc(F)cc12)Cc1cccnc1	2%	-23%	-24%
Cc1nc(SCC(=O)N2CCN(c3ccccc3)CC2)n[nH]1	3%	-6%	3%
Cc1cc(C)c2c(NC(N)=S)n[nH]c2n1	-6%	-4%	8%
COc1cccc2cc(C(=O)N3CCCCC3C)c(=O)oc12 (configuration not stated)	-9%	-1%	-10%
CC(C)(C)NC(=O)C1CC(=O)N(CCc2ccc(F)cc2)C1 (configuration not stated)	-7%	0%	8%
O=c1n(CCCN2CCN(c3cccc(Cl)c3)CC2)nc2ccccn12	?	11µM*!	-2%
O=C(NCCCCc1ccccc1)c1cc([N+](=O)[O-])cc([N+](=O)[O-])c1	-16%	?	-28%
Cc1cccn2c(=O)c3cc(C(=O)NCC4CCCO4)c(=N)n(C4CCCCC4)c3nc12 (configuration not stated)	?	-6%	-19%
CC(C)n1c(SCC(=O)NCc2ccco2)nc2c1c(=O)n(C)c(=O)n2C	-13%	-10%	1%
O=C(Nc1cccc(Cl)c1)Nc1nnc(CSCCOc2ccc(Cl)cc2)s1	3.3µM*	-2%	3.3µM*
Cn1c(CN2CCCCC2)nc2cc(NC(=O)c3cccs3)ccc21	-24%	-2%	?
COC(=O)c1ccc(CSC2=NC[C@@H]3[C@@H]4C(=O)N(C)C(=O)[C@@H]4[C@](Cc4ccccc4)(C(=O)OC)N23)cc1	?	-3%	16µM*
CCc1nn(C(C)C(=O)NCCN2CCCCCC2)c(=O)c2cc3occc3n12 (configuration not stated)	18%	-9%	5%
CS(=O)(=O)N(CC(=O)N/N=C/c1ccco1)c1ccccc1Br	-4%	-3%	-13%
Cc1ccc(N2C(=O)CC(N(CCc3ccccc3)C(=S)Nc3ccc(N(C)C)cc3)C2=O)cc1 (configuration not stated)	?	-3%	18µM*
COC(=O)CC1c2ccccc2S(=O)(=O)N1Cc1ccccc1 (configuration not stated)	11%	-23%	4%
CCCc1cc(C(=O)NCc2ccccc2)no1	?	?	1%

4 compounds already listed, sorted by number of heavy atoms, ascending.
SMILES	TDP1 cell noCPT	KAT2A inh	DT40 TDP1 CPT
Cc1cc(C)c2c(NC(N)=S)n[nH]c2n1	-6%	-4%	8%
Cc1noc(C)c1C(=O)OCC(=O)NCCC1=CCCCC1	-17%	2%	-16%
COCCNC(=S)N(CCc1c(C)[nH]c2ccc(F)cc12)Cc1cccnc1	2%	-23%	-24%
Cc1cccn2c(=O)c3cc(C(=O)NCC4CCCO4)c(=N)n(C4CCCCC4)c3nc12 (configuration not stated)	?	-6%	-19%

Further structures follow.
SMILES	TDP1 cell noCPT	KAT2A inh	DT40 TDP1 CPT
O=C(Cc1ccccc1)N/N=C/c1ccc(-c2ccc([N+](=O)[O-])cc2)o1	?	0%	-15%
COCCN(Cc1cc2cc(C)ccc2nc1Cl)C(=O)Nc1ccccc1C	16µM*	-10%	16µM*
Cc1cc(O)ccc1NC(=S)NC(=O)c1cncc(Br)c1	16µM*	-3%	15µM*
Cc1nc(Nc2ccccc2C(F)(F)F)sc1C(=O)N(C)C	?	-4%	-2%
CCOC(=O)C1=CN(CC)S(=O)(=O)NC1c1ccc2ccccc2c1 (configuration not stated)	-29%	-3%	1%
CCOc1ccccc1NC(=O)Cn1c(=O)n(-c2ccccc2)c(=O)c2oc3ccccc3c21	?	-1%	?
O=C(CSc1nnc(COc2cccc3cccnc23)o1)N1CCc2ccccc21	2.3µM*	-6%	2.1µM*
O=C(C(=O)N1CCN(c2ccccc2)CC1)c1c[nH]c2ccccc12	-18%	-4%	-4%
COc1ccc(C2=NC3(CCCCC3)N(CC(=O)Nc3ccc(C(C)C)cc3)C2=O)cc1	21µM*	-11%	?
COc1ccccc1NC(=O)c1cc(S(=O)(=O)NCCc2ccccc2)ccc1F	?	-7%	?
COc1ccc(OC)c(N(CC(=O)N2CCCC2)S(=O)(=O)c2ccc(C)cc2)c1	-10%	-4%	9%
COc1cc(NC2CCCCC2O)c2nc(-c3ccc(Cl)cc3)ccc2c1 (configuration not stated)	?	4%	21µM*
O=C(Nc1c2c(nn1-c1ccc(F)cc1)CS(=O)(=O)C2)c1ccc(S(=O)(=O)N2CCOCC2)cc1	-9%	0%	18%
CC(=O)Nc1ccc(C(=O)c2ccccc2)cc1	?	1%	?
COc1ccccc1C(=O)OCCN1CCOCC1	-3%	0%	7%
Nc1ncnc2c1ncn2[C@@H]1O[C@H](COP(=O)(O)OP(=O)(O)OP(=O)(O)O)[C@@H](O)[C@H]1O	-1%&-19%	-7%&-6%	0%&-25%
O=C(O)CC(c1ccccc1F)N1Cc2ccccc2C1=O (configuration not stated)	2%	-6%	-7%
COc1cc(C2Oc3nc(SC)nnc3-c3ccccc3N2C(C)=O)cc(Cl)c1OC (configuration not stated)	7%	-9%	8%
COCCn1c(=O)c(-c2cccc(C#N)c2)nc2cnc(N3CCOCC3)nc21	-1%	-16%	-25%
COc1ccc(OCC(=O)NNC(=O)c2cc3ccccc3o2)cc1	-10%	2%	5%
O=C(NNC1=NCCCCC1)c1ccccc1	8%	4%	4%
Fc1cccc(CN2CCN(c3nc4nonc4nc3NC3CC3)CC2)c1	23µM*	0%	-26%
CCN1C(=O)N[C@@H](CCc2ccccc2)C(C(C)=O)=C1C	-14%	.	-23%
N#CC1(NC(=O)COC(=O)CN2C(=O)c3ccccc3C2=O)CCCCC1	1%	-7%	12%
COc1ccc(-n2nc3c(c2NC(=O)C(C)Oc2ccccc2)CS(=O)(=O)C3)cc1 (configuration not stated)	22%	-6%	?
COc1cccc(-c2cc(NC=O)c3ncc(-c4cc(OC)c(OC)c(OC)c4)n3c2)c1	0.58µM*	.	0.52µM*
CCN1C(=O)[C@H]2[C@@H](c3ccc(C)cc3)N3C(=O)N(c4ccccc4)C(=O)[C@@]3(Cc3ccc(Cl)cc3)[C@H]2C1=O	?	0%	?
O=[N+]([O-])c1ccc(Cl)c(CN2CCN(c3ncc(Cc4ccccc4)cn3)CC2)c1	16µM*	.	23µM*
COc1ccc(CCNC(=O)C(F)(F)F)cc1S(N)(=O)=O	-4%	.	8%
O=C(O)c1cccc(S(=O)(=O)Nc2ccc3[nH]c(=O)[nH]c3c2)c1	-18%	-5%	1%
Cn1c(=S)n(/N=C/c2ccc3c(c2)OCO3)c2ccccc21	-2%	-2%	-3%
Cn1cc(CN(C(=O)Nc2ccc(Cl)c(Cl)c2)C2CCCCC2)c2ccccc21	4.1µM*	-1%	2.3µM*
O=C(NCC1CCCO1)c1cccc(C(=O)NCC2CCCO2)c1 (configuration not stated)	?	-10%	-1%
CC(C)CNC(=O)CSc1nc2nn(-c3ccccc3)c(=O)c-2c2n1CCCCC2	-8%	1%	1%
COc1cc(C(CC(=O)Nc2ccc(Cl)cn2)N2Cc3ccccc3C2=O)cc(OC)c1OC (configuration not stated)	?	-1%	?
Cc1cc2c(c(SCC(=O)NCCc3ccccc3)n1)C(=O)OC2	13%	-13%	4%
C=CCC1NS(=O)(=O)OC(COC)C1C (configuration not stated)	-3%	2%	-12%
O=C(O)c1ccccc1C(=O)c1ccc2c(c1)CCC2	-6%	?	16%
CCN(CC(=O)Nc1c(F)cccc1F)C(=O)c1c(-c2ccccc2Cl)noc1C	?	.	-28%
CC(=O)OCC(=O)NCC(=O)c1c[nH]c2ccccc12	3%	-2%	8%
C=CC(O)(C#CCN(CC)CC)c1ccccc1 (configuration not stated)	-5%	-4%	-10%
CNC(=O)COc1ccccc1C(=O)Nc1ccccc1	8%	.	28%
Oc1ccc(C2C(c3ccccc3)=NN=C(c3ccc(Cl)cc3)N2O)c(O)c1 (configuration not stated)	-23%	-3%	-15%
Cc1c(N(C(=O)Cc2cccs2)C2(C(=O)NC3CCCC3)CCCCC2)c(=O)n(-c2ccccc2)n1C	-6%	-3%	2%
CNC(=O)CCn1nc(-c2ccccc2)c2ccccc2c1=O	?	0%	-15%
O=C(Nc1ccc(O)c(-c2nc3ccccc3o2)c1)C1(c2ccc(Br)cc2)CCCC1	13µM*	?	?
CCOc1ccccc1NC(=O)C1CCN(C(=O)C2CC(=O)N(c3ccc(C)cc3)C2)CC1 (configuration not stated)	-9%	0%	10%
CC(OC(=O)c1cc(=O)c2cc(Cl)ccc2o1)C(=O)N1CCCC1 (configuration not stated)	-8%	-6%	-9%
Cc1cc(C)c2c(=O)cc(C(=O)Nc3ccc(S(=O)(=O)N(C)Cc4ccccc4)cc3)oc2c1	?	-5%	5.8µM*
O=C(CCCN1C(=O)c2cccnc2C1=O)N1CC(=O)N(CCc2ccccc2)C(=O)C1	-26%	-2%	-17%
CCOc1ccccc1CN(CCc1ccc2c(c1)OCO2)Cc1cc(OC)c(OC)cc1OC	4.1µM*	-11%	6.5µM*
CN1C[C@@H]2C(c3ccc(Cl)nc3)C3(c4cccnc4)CC2(C3)[C@H]1c1ccccc1 (some centres not stated)	-23%	-21%	-5%
CCc1ccc(NS(=O)(=O)c2ccc3[nH]c(=O)[nH]c3c2)cc1	-8%	-7%	5%
C=CCn1c(-c2ccc(N)cc2)nc2ccccc21	-22%	-5%	?
Cc1c(Cl)cccc1NC(=O)Cn1cccc1	-6%	-6%	1%
Cc1cc(N2CCOCC2)nc2cc(O)ccc12	-15%	-14%	12%
Cc1ccsc1/C=N/NC(=O)CNC(=O)c1cccc([N+](=O)[O-])c1C	-17%	1%	-9%
O=C(NCCC1=CCCCC1)c1ccc2c(=O)n3nc(Nc4ccccc4)sc3nc2c1	3.7µM*	3%	2.3µM*
O=C(Nc1ccccc1)N1CCn2c(nc3ccccc32)C1	-11%	-6%	-4%
Cc1ccc2occ(/C=N/NC(N)=S)c(=O)c2c1	26µM*	3%	?

Gathered by group: the compounds so far with a thiophene ring, fused or not
SMILES	TDP1 cell noCPT	KAT2A inh	DT40 TDP1 CPT
COCCCNC(=O)NC(CCC(C)C)c1c(-n2cccc2)sc2c1CCN(C)C2 (configuration not stated)	?	1%	?
Cn1c(CN2CCCCC2)nc2cc(NC(=O)c3cccs3)ccc21	-24%	-2%	?
Cc1c(N(C(=O)Cc2cccs2)C2(C(=O)NC3CCCC3)CCCCC2)c(=O)n(-c2ccccc2)n1C	-6%	-3%	2%
Cc1ccsc1/C=N/NC(=O)CNC(=O)c1cccc([N+](=O)[O-])c1C	-17%	1%	-9%

(cont.)
SMILES	TDP1 cell noCPT	KAT2A inh	DT40 TDP1 CPT
CCOCCOC(=O)C1=C(C)N(C)C(=O)NC1c1cc(Cl)c(O)c(OCC)c1 (configuration not stated)	-13%	5%	-4%
Cn1nnnc1SCC(=O)Nc1ccc(Oc2ccccc2)cc1	-29%	-13%	-8%
CN1CCCCC1=NCCCn1cnc2c1c(=O)n(C)c(=O)n2C	-19%	-18%	-3%
COc1ccc(S(=O)(=O)NCCCCCC(=O)O)cc1C(=O)O	1%	2%	-16%
CC(Sc1nnc(-c2ccco2)n1-c1ccccc1)C(=O)NCC1CCCO1 (configuration not stated)	7%	-2%	-16%
CCOC(=O)c1c(-c2ccc(OC)cc2)oc2ccc(OCC(N)=O)cc12	-4%	-4%	?
O=C(Cc1ccc(S(=O)(=O)N2CCOCC2)s1)N1CCN(S(=O)(=O)c2cccc(F)c2)CC1	-10%	.	?
C#CCn1cnc2c(cnn2-c2ccc(C)c(C)c2)c1=O	-12%	-1%	-10%
O=c1c2sc3ccccc3c2n(Cc2ccc(F)cc2)c(=O)n1Cc1ccccc1	-3%	20%	-9%
Cc1cc(=O)[nH]c(SCc2ccccc2)n1	-14%	-3%	-1%
Cc1cc(N2CCN(c3ccc(F)cc3)CC2)n2nc(-c3ccc(Cl)cc3)nc2n1	2%	0%	-2%
COc1cc(NC(=S)NCCN2CCOCC2)cc(OC)c1	9%	3%	-1%
CCOC(=O)Cn1nc(C)c(NC(=O)COc2ccc([N+](=O)[O-])cc2)c1C	17%	-8%	19%
CN1CCN(S(=O)(=O)c2cccc(C(=O)Nc3cc(C(F)(F)F)ccc3N3CCCC3)c2)CC1	0%	?	?
COc1ccc(CCNc2oc(-c3ccc(OC)c(OC)c3)nc2C#N)cc1	?	-6%	11µM*
CN(C)c1ccc(-c2cncnc2-n2ccnc2)cc1	-23%	?	?

Assay outcomes deposited in PubChem by National Center for Advancing Translational Sciences (NCATS).
